Tau ThT inhib: inhibitors of human tau fibril formation, thioflavin T binding | P10636 | recombinant tau K18 P301L, heparin-induced fibrillization, ThT fluorescence | Potency, µM (titrated, usually from 57.4 µM), for the others: top-dose activity, negative = inhibition, usual class: inhibitors | hit rate 2.1% among 270,000 | AID 1460; also: % is scaled to controls: 0 for no effect and ±100 for the full control effect; nearly all actives have a fitted effect of over 55% in size
Target sequence (P10636 561-689 P618L limits assumed): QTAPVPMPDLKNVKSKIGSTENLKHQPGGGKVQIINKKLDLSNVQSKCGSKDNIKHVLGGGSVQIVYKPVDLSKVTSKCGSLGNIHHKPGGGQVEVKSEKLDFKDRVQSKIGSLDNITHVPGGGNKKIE
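In this qHTS, human K18 P301L tau is incubated with compound and heparin for 6 hr at 37 C, and Thioflavin T fluorescence then reports fibril load.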
JMJD2E inh: inhibitors of human JMJD2E histone demethylase; B2RXH2; JMJD2E catalytic domain, FDH-coupled NADH fluorescence (FDH is formaldehyde dehydrogenase); Potency, µM (series often up to 57.1 µM), without a hit: at the highest dose activity change, negative = inhibition, most hits filed as inhibitors; hit rate 1.6% among 230,000; active = well fitted inhibition curve with a large enough effect, not every such curve was filed as active; inconclusive = small, poorly fitted or top-dose-only effect, or another doubt; inactive = no such curve, though single readings can be large or run the other way;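 also: 0% = wells with enzyme and -100% = buffer wells without enzyme; nearly all actives have a fitted effect of over 50% in size; many of its hits are not listed in these tables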
Target sequence (B2RXH2 1-337 limits assumed): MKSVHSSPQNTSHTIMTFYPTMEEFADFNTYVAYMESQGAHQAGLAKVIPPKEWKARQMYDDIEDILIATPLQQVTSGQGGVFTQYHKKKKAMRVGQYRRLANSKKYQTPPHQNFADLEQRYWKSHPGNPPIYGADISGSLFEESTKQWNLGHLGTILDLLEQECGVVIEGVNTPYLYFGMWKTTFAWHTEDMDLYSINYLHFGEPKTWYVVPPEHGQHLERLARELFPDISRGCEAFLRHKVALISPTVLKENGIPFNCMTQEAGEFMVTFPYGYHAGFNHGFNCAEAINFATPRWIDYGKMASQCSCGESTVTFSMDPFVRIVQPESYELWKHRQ
HttQ103 aggreg: inhibitors of mutant huntingtin aggregate formation in PC12 cells. AID 1688. PC12 HttQ103-GFP aggregates, Acumen cytometry, 40 h. hit rate 1.1% among 220,000. Potency, µM (titrated, usually from 46.1 µM), for the others: top-dose activity change, negative = inhibition, hits mostly inhibitors; also: % is scaled to controls: 0 for no effect and ±100 for the full control effect; nearly all actives have a fitted effect of over 60% in size
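Huntingtin Q103 exon 1–GFP aggregates in induced PC12 cells (100 nM tebufenozide) were quantified by cytometry from lysates, with compounds dosed in titration.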
ALDH1A1 block: inhibitors of human aldehyde dehydrogenase 1A1; Potency, µM (doses to about 75.3 µM), for the others: top-dose activity, negative = inhibition, most hits filed as inhibitors; P00352; Purified ALDH1A1, NADH fluorescence, propionaldehyde substrate; AID 1030; hit rate 7.3% among 220,000; active = well fitted inhibition curve with a large enough effect, not every such curve was filed as active; inconclusive = small, poorly fitted or top-dose-only effect, or another doubt; inactive = no such curve, though single readings can be large or run the other way;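 also: plate controls were no enzyme wells and a reference inhibitor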
Target sequence (P00352 whole entry, looked up): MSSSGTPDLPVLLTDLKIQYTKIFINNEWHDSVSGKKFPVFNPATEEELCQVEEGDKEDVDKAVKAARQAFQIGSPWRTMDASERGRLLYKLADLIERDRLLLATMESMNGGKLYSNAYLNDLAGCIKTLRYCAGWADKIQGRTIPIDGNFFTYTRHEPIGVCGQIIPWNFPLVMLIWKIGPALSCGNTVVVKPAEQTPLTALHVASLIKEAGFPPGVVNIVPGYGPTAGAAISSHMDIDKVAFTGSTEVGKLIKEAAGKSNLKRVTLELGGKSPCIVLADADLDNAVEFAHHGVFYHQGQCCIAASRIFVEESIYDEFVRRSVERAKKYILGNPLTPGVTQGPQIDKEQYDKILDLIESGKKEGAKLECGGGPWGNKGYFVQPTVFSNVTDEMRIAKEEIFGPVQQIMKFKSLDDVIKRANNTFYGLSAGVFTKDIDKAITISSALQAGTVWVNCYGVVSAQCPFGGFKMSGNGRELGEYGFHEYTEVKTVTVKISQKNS
HTT cytoprotect: cytoprotection in Huntington HTT-Q103 PC12 cell model; PC12 HTT-Q103 induced, cytoprotection, ATP luminescence, 40 h; Potency, µM (highest dose often 56.4 µM), for inactives: cytoprotection (ATP increase), actives largely listed as activators; hit rate 0.14% among 230,000; AID 1471;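 also: % of control where 0% means no effect; nearly all actives have a fitted effect of over 45% in size; toxic huntingtin expression switched on by the ecdysone agonist tebufenozide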
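PC12 cells stably carrying ecdysone-inducible Htt exon 1 (Q103)–GFP were induced with 100 nM tebufenozide (final) alongside library compounds in a dose series. Cytoprotection was scored as retained ATP by ATPlite luminescence.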
Tau fluor counter: counter-screen for tau fibril formation inhibitors. tau K18 P301L Alexa594 fluorescence, heparin fibrillization. Potency, µM (titrated, usually from 57.7 µM), inactives show at the top dose activity change, negative = decrease. hit rate 0.93% among 280,000. AID 1463; also: % is scaled to controls: 0 for no effect and ±100 for the full control effect; nearly all actives have a fitted effect of over 55% in size
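Human tau K18 P301L (15 uM unlabeled, 0.24 uM Alexa 594-labeled) in 100 mM sodium acetate pH 7 with 20 uM heparin, 6 hr at 37 C. ThT 30 uM added, 1 hr ambient; Alexa 594 FP and total fluorescence read at 555/632 nm.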
SMN2 splice enh: increases expression of the SMN2 splice variant; AID 1458; hit rate 2.8% among 210,000; HEK293 SMN2-luciferase splicing reporter, luminescence, 30-36 h; Potency, µM (series often up to 46.1 µM), for the others: at the top dose activity change, positive = activation, hits mostly activators; also: % of control where 0% means no effect; nearly all actives have a fitted effect of over 55% in size
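qHTS luciferase splicing reporter: luminescence rises when SMN2 exon 7 is included in transfected HEK293 cells. Compound exposure lasted 30-36 h at 37C, with 4.5 mM final sodium butyrate as control, followed by a ONE-Glo read.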
Tau FP inhib: tau fibrillization inhibition (FP) | hit rate 0.39% among 280,000 | K18 P301L tau heparin fibrillization, Alexa594 FP, 6 h | Potency, µM (top dose mostly 57.7 µM), for the others: at the highest dose activity, negative = inhibition, actives largely listed as inhibitors; also: % is scaled to controls: 0 for no effect and ±100 for the full control effect; nearly all actives have a fitted effect of over 55% in size
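Heparin (20 uM) drove fibril formation of recombinant tau K18 P301L, 15 uM unlabeled with 0.24 uM Alexa 594 label, for 6 hr at 37 C in 100 mM sodium acetate pH 7. Fluorescence polarization (555/632 nm) read 1 hr after 30 uM ThT.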
Active calls of the source: *; & = joins results of further samples; [ ] = dose if it differs, or a comment. Unless noted, calls follow the shape of the dose curve; as a rule, active = well fitted curve in the direction sought with a large enough effect; inconclusive = small, poorly fitted or top-dose-only effect, or another doubt; inactive = no such curve, though single readings can be large; an effect the other way counts as inactive or inconclusive. Potency is read from the fitted curve at half-maximal effect. The list is partial, so the mix of outcomes need not match the whole.

For O=C(O)CCC(=O)NNC(=O)CCC(=O)Nc1ccccc1 the results were Tau ThT inhib -1%, JMJD2E inh 5%, HttQ103 aggreg 0%[9.22 µM], ALDH1A1 block 5%, HTT cytoprotect 1%[10 µM], Tau fluor counter -5%, SMN2 splice enh 10% and Tau FP inhib -6%.
Screening COC(=O)c1sc(S(=O)(=O)N2CCC(C(=O)O)CC2)c(C(=O)OC)c1C returned Tau ThT inhib -13%, JMJD2E inh 5%, HttQ103 aggreg 4%, ALDH1A1 block inconclusive, HTT cytoprotect -14%, Tau fluor counter -7%, SMN2 splice enh -23% and Tau FP inhib -5%.
Screening O=C(CN(C1CCCCC1)S(=O)(=O)c1ccc(F)cc1)Nc1ccc2c(c1)OCO2 returned Tau ThT inhib inconclusive, JMJD2E inh -2%, HttQ103 aggreg 20%, ALDH1A1 block -9%, HTT cytoprotect 19%[10 µM], Tau fluor counter inconclusive, SMN2 splice enh 4% and Tau FP inhib 5%.
Screening S=c1[nH]nc(Cn2cnc3ccccc32)n1-c1ccccc1 returned Tau ThT inhib -6%, JMJD2E inh -14%, HttQ103 aggreg inconclusive, ALDH1A1 block inconclusive, HTT cytoprotect -47%, Tau fluor counter -4%, SMN2 splice enh 4% and Tau FP inhib -3%.
O=C(Nc1nc(-c2ccc3c(c2)OCO3)cs1)c1ccncc1 was read as Tau ThT inhib inconclusive, JMJD2E inh 0%, HttQ103 aggreg -20%[9.22 µM], ALDH1A1 block 5%, HTT cytoprotect -32%[inhibitor][10 µM], Tau fluor counter -18%, SMN2 splice enh -83%[inhibitor] and Tau FP inhib 6%.
Cn1c(C2CCCN2C(=O)OC(C)(C)C)n[nH]c1=S (stereo unspecified) was read as Tau ThT inhib -2%, JMJD2E inh -2%, HttQ103 aggreg 13%, ALDH1A1 block -11%, HTT cytoprotect 22%[10 µM], Tau fluor counter 1%, SMN2 splice enh 23% and Tau FP inhib -4%.
CCc1nc(SCC(=O)Nc2c(C)nn(C)c2C)c2cnn(-c3ccccc3)c2n1 was read as Tau ThT inhib -4%, JMJD2E inh -2%, HttQ103 aggreg 0%, ALDH1A1 block 7%, HTT cytoprotect 3%, Tau fluor counter -5%, SMN2 splice enh -49%[inhibitor] and Tau FP inhib -11%.
Cc1cccc[n+]1CC(=O)c1ccc2c(c1)OCCO2 was read as Tau ThT inhib -8%, JMJD2E inh 21%, HttQ103 aggreg 1%, ALDH1A1 block 10%, HTT cytoprotect 10%[1.9 µM], Tau fluor counter -4%, SMN2 splice enh 2% and Tau FP inhib 8%.
`COc1cc(OC)cc(C(=O)NCC(=O)OCC(=O)Nc2cc(S(C)(=O)=O)ccc2Cl)c1` gave Tau ThT inhib -1%, JMJD2E inh -11%, HttQ103 aggreg -2%[9.22 µM], HTT cytoprotect 5%[10 µM], Tau fluor counter -7% and Tau FP inhib 5%.
For COc1ccc(-c2oc3ncn(Cc4ccco4)c(=N)c3c2-c2ccc(OC)cc2)cc1 the results were Tau ThT inhib -16%, JMJD2E inh inconclusive, HttQ103 aggreg inconclusive, ALDH1A1 block inconclusive, HTT cytoprotect -85%[inhibitor], Tau fluor counter inconclusive, SMN2 splice enh -31%[inhibitor] and Tau FP inhib 6%.
O=C(c1cccs1)n1nc(-c2cccnc2)nc1NCc1ccco1 was read as Tau ThT inhib -6%, JMJD2E inh -16%, HttQ103 aggreg 6%, ALDH1A1 block 2%, HTT cytoprotect 1%, Tau fluor counter -22%, SMN2 splice enh 10% and Tau FP inhib inconclusive.
Screening CCOc1ccc(C(=O)c2cn(CC(=O)Nc3cc(OC)cc(OC)c3)c3ccc(F)cc3c2=O)cc1 returned Tau ThT inhib 15%, Tau fluor counter -20%, SMN2 splice enh 11% and Tau FP inhib -4%.
CCC(=O)NCCC1CCc2ccc3c(c21)CCO3 (stereo unspecified) was read as Tau ThT inhib 3%, JMJD2E inh -4%, HttQ103 aggreg 17%, ALDH1A1 block -14%, HTT cytoprotect -48%[inhibitor], Tau fluor counter 1%, SMN2 splice enh -9% and Tau FP inhib -1%.
For CN(C)S(=O)(=O)NCCNc1ccc(C(F)(F)F)cc1[N+](=O)[O-] the results were Tau ThT inhib inconclusive, JMJD2E inh 3%, HttQ103 aggreg -23%, ALDH1A1 block 8%, HTT cytoprotect 5%[10 µM], Tau fluor counter -11%, SMN2 splice enh 6% and Tau FP inhib -1%.
Screening N#Cc1nc(COc2ccccc2F)oc1NCCc1ccccc1 returned Tau ThT inhib inconclusive, JMJD2E inh -16%, HttQ103 aggreg -10%, ALDH1A1 block -10%, HTT cytoprotect 17%[10 µM], Tau fluor counter -29%, SMN2 splice enh inconclusive and Tau FP inhib 3%.
For CN1CCN(c2ccc(S(=O)(=O)N3CCCCC3)cc2NC(=O)Cc2ccc(Cl)cc2)CC1 the results were Tau ThT inhib -8%, JMJD2E inh -2%, HttQ103 aggreg 11%, ALDH1A1 block inconclusive, HTT cytoprotect -3%[10 µM], Tau fluor counter -11%, SMN2 splice enh 7% and Tau FP inhib 9%.
Screening CCCCOC(=O)/C=C\C(=O)OCCCC returned Tau ThT inhib 3%, JMJD2E inh 0%, HttQ103 aggreg 0%[9.22 µM], HTT cytoprotect -2%[10 µM], Tau fluor counter 2% and Tau FP inhib -10%.
For CCN(CC)S(=O)(=O)c1cccc(-c2nnc(SCC(N)=O)n2C)c1 the results were Tau ThT inhib -6%, JMJD2E inh -5%, HttQ103 aggreg 0%, ALDH1A1 block 6%, HTT cytoprotect -35%[inhibitor], Tau fluor counter -7%, SMN2 splice enh -44%[inhibitor] and Tau FP inhib 5%.
CCS(=O)(=O)c1ccc(N)cc1 was read as Tau ThT inhib -2%, JMJD2E inh -20%, HttQ103 aggreg 0%, ALDH1A1 block -15%, HTT cytoprotect -11%, Tau fluor counter 1%, SMN2 splice enh -7% and Tau FP inhib 10%.
Screening CCN1CCN(CC(=O)NC2CCCCC2)C(=O)C1=O returned Tau ThT inhib -2%, JMJD2E inh 14%, HttQ103 aggreg -29%, ALDH1A1 block 8%, HTT cytoprotect 6%[10 µM], Tau fluor counter 2%, SMN2 splice enh 6% and Tau FP inhib 2%.
For COc1ccc(-c2cc(-c3ccccc3)n[nH]2)c(O)c1 the results were Tau ThT inhib 6%, JMJD2E inh -13%, HttQ103 aggreg 9%[9.22 µM], ALDH1A1 block 5%, HTT cytoprotect -65%[inhibitor], Tau fluor counter inconclusive, SMN2 splice enh 13µM* and Tau FP inhib -5%.
Screening Cc1ccc(C(=O)NNC(=O)CSc2nnc(-c3ccncc3)n2-c2ccc(C)cc2)cc1 returned Tau ThT inhib -9%, JMJD2E inh -1%, HttQ103 aggreg 4%, ALDH1A1 block -4%, HTT cytoprotect -66%[inhibitor], Tau fluor counter -5%, SMN2 splice enh -1% and Tau FP inhib -3%.
Screening CN(Cc1ccccn1)C(=O)CC1C(=O)NCCN1Cc1cccc(Oc2ccccc2)c1 (stereo unspecified) returned Tau ThT inhib -13%, JMJD2E inh -17%, HttQ103 aggreg 2%[9.22 µM], ALDH1A1 block inconclusive, HTT cytoprotect 1%[10 µM], Tau fluor counter 3% and Tau FP inhib 8%.
Cc1ccc(Nc2nnc(-c3ccc4c(c3)OCO4)o2)c(C)c1 was read as Tau ThT inhib inconclusive, JMJD2E inh inconclusive, HttQ103 aggreg -9%[9.22 µM], ALDH1A1 block 19µM*, HTT cytoprotect -4%&-3%[10 µM], Tau fluor counter -10%, SMN2 splice enh 10%[9.22 µM] and Tau FP inhib 2%.
Cc1ccc(S(=O)(=O)Nc2ccnc(-c3cccnc3)n2)cc1 was read as Tau ThT inhib -3%, JMJD2E inh -4%, HttQ103 aggreg 0%, ALDH1A1 block 0%, HTT cytoprotect -1%, Tau fluor counter -1%, SMN2 splice enh 16% and Tau FP inhib -1%.
For Cc1ccc(C)c(NC(=O)c2cc(=O)c3ccccc3o2)c1 the results were Tau ThT inhib inconclusive, JMJD2E inh 9%, HttQ103 aggreg -31%, ALDH1A1 block -13%, Tau fluor counter -15%, SMN2 splice enh -1% and Tau FP inhib -6%.
For O=C(COC(=O)Cc1ccccc1F)Nc1ccc(F)cc1F the results were Tau ThT inhib -6%, JMJD2E inh -2%, HttQ103 aggreg 20%, ALDH1A1 block inconclusive, HTT cytoprotect -8%, Tau fluor counter -7%, SMN2 splice enh inconclusive and Tau FP inhib -1%.
N#C/C(=C/c1ccncc1)c1nc2ccccc2c(=O)[nH]1 was read as JMJD2E inh -16%, HttQ103 aggreg 11%[9.22 µM], HTT cytoprotect -12%[10 µM], Tau fluor counter -11% and Tau FP inhib -3%.
`O=C(NCC1CCC(C(=O)O)CC1)OCc1ccccc1` (stereo unspecified) gave Tau ThT inhib -3%, JMJD2E inh 8%, HttQ103 aggreg 15%, ALDH1A1 block -1%, HTT cytoprotect -26%, Tau fluor counter -4%, SMN2 splice enh -3% and Tau FP inhib 5%.
For O=C(Nc1ncc(Cc2cccc(Cl)c2)s1)c1cccs1 the results were Tau ThT inhib 6%, JMJD2E inh inconclusive, HttQ103 aggreg inconclusive, ALDH1A1 block 4%, HTT cytoprotect -46%[inhibitor], Tau fluor counter inconclusive, SMN2 splice enh 16% and Tau FP inhib inconclusive.
For CCSc1nnc(NC(=O)C2CCCCC2C(=O)OCC(F)(F)C(F)F)s1 (stereo unspecified) the results were Tau ThT inhib -2%, JMJD2E inh -5%, HttQ103 aggreg -4%, ALDH1A1 block inconclusive, HTT cytoprotect 7%[10 µM], Tau fluor counter 4%, SMN2 splice enh -1% and Tau FP inhib 3%.
Screening O=C(c1cccc(N2C(=O)C3C4C=CC(C4)C3C2=O)c1)N1CCCCCC1 (stereo unspecified) returned Tau ThT inhib -7%, JMJD2E inh 3%, HttQ103 aggreg -2%, ALDH1A1 block -4%, HTT cytoprotect -6%, Tau fluor counter -4%, SMN2 splice enh -37% and Tau FP inhib -2%.
